PV pol inh = inhibitors of poliovirus RNA polymerase binding and polymerization. hit rate 0.66% among 150,000. poliovirus polymerase elongation, fluorescence polarization; stronger effect = lower value. P03300. % elongation, % (compound at 16.7 µg/mL); in the data active = % elongation below about 90%; also: some results filed as inactive read as strong as hits
Target sequence (P03300 1749-2209 limits assumed): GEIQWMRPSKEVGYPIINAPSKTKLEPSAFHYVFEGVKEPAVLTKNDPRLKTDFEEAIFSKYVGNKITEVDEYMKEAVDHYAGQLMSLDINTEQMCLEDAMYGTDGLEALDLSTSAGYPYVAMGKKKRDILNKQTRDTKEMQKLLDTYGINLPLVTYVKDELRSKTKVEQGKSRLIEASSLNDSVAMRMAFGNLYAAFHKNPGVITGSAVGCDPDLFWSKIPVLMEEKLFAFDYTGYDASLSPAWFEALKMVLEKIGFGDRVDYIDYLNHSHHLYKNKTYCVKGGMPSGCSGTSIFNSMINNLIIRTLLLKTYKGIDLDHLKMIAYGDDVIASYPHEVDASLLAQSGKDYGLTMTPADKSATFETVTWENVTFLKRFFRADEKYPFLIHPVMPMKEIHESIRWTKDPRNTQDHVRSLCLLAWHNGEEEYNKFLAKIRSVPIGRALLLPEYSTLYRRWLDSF
PV pol inh FP z-score = recorded beside PV pol inh, whose call it bears; z-score; measured here: FP z-score; hits read low
* = called active by the depositor; & = joins results of further samples. Only part of the results is shown; count on the stated rates, not on these rows.

compound	PV pol inh	PV pol inh FP z-score
O=C(Cn1nc(-c2ccc(Cl)cc2)ccc1=O)NCCc1ccccc1	117	1.6
CNC(=O)CSc1nnc(-c2ccccc2)n1C	101	-0.6
Cc1ccc(S(=O)(=O)c2cn(Cc3cccc(Cl)c3)c3cc4c(cc3c2=O)OCO4)cc1	103	0.5
Cc1csc(NC2=NCCCCC2)n1	105	0.8
CCOC(CNCc1ccco1)OCC	105	0.4
COC(=O)c1ccc(CO/N=C(\N)c2c(-c3c(Cl)cccc3Cl)noc2C)o1	101	-0.3
O=C(N=S1CCN(c2ncc(C(F)(F)F)cc2Cl)CC1)c1ccccc1	108	0.8
CCCCOc1ccc(OC(=O)c2sc3ncn(Cc4cccc(F)c4)c(=O)c3c2C)cc1	107	0.5
COc1ccc(/C=C/C(=O)N2CCCC2)cc1OC	104	0.8
CC/C(O)=c1\ccc2cccc3nc(CC)nc1c23	45	-5.6
Cc1ccc(CNS(=O)(=O)c2cc3c(cc2C)N(C)CCO3)cc1	104	-0.3
CCC1Oc2ccc(C)cc2N(CC(=O)NC(C)CCc2ccccc2)C1=O (stereo unspecified)	101	-0.1
S=c1nc(-c2ccccc2)n(-c2ccccc2)[nH]1	100	-0.5
Cc1cc(N)c2ccccc2[n+]1CCCCCCCCCC[n+]1c(C)cc(N)c2ccccc21	97&97	-0.2&-0.4
C=CC(C)(O)CC[C@]1(C)[C@H]2CC(=O)C=C(C)[C@]2(C)C[C@@H](O)[C@@H]1C (stereo partly specified)	101	0.2
O=C(Nc1cccc(Br)c1)N1CCCC(CN2CCc3ccccc3C2)C1 (stereo unspecified)	103	0.1
CCC1CN(C(=O)N2CCC(C(=O)NCCc3ccc(OC)c(OC)c3)CC2)c2ccccc2O1 (stereo unspecified)	102	-0.8
O=S(=O)(NCc1ccccc1)c1cccc(Cl)c1	103	-0.1
Cc1cccc(-c2nnc(C3CCNCC3)o2)c1	102	-0.8
C=CCNc1nc(C(=O)OCc2ccc(C#N)cc2)cs1	109	0.9
CC(C)(C)c1ccc(C(=O)Nc2c3c(nn2-c2ccc(Cl)cc2)CSC3)cc1	101	-0.2
O=C(Nc1c2c(nn1-c1ccccc1)CSC2)C1CCCCC1	99	-0.5
CCC(C)c1ccc(NC(N)=S)cc1 (stereo unspecified)	107	0.1
Cc1cc(C)cc(-n2c(C)cc(/C=C(\C#N)C(=O)Nc3ccccc3)c2C)c1	99	-0.2
Cc1ccc(C2/C(=C(\O)c3ccccc3)C(=O)C(=O)N2c2ccccn2)cc1 (stereo unspecified)	99	-1.1
Cc1ccc(CN2CCc3nc(N4CCN(c5ccccc5F)CC4)ncc3C2)s1	105	-0.1
CCCCC(=O)N1c2ccccc2C(C)(c2ccccc2)CC1(C)C (stereo unspecified)	106	0.5
CCCn1c(CCC(=O)Nc2cccc(C)c2C)nc2cccnc21	110	0.6
O=S(=O)(c1ccc(F)cc1)N(Cc1ccc2c(c1)OCO2)c1ccc(F)cc1	100	-0.8
Cc1cc(C)nc(SCC(=O)OCC(=O)Nc2ccc3c(c2)CCC3)n1	102	-0.1
CC(C)Cc1cc(C(=O)Nc2cccc(O)c2)no1	102	0.1
CCOc1ccc(/C=C/c2nc(C#N)c(Nc3ccc(OCC)cc3)o2)cc1	113	1.1
COc1ccc(NC(=O)C(c2ccc(C)cc2)N(C)C(=O)/C=C\c2ccc3c(c2)OCO3)cc1 (stereo unspecified)	104	0
O=C(CC1Nc2ccccc2NC1=O)Nc1ccccc1Cl (stereo unspecified)	105	0.1
CC(C)CC(NC(=O)C1CCC(C)CC1)C(=O)Nc1ccc2c(c1)OCCO2 (stereo unspecified)	98	-0.3
Cc1[nH]c(=O)n(C(C)(C)C)c(=O)c1Br	102	-0.1
CCc1ccc(OCC(=O)N2CC(C)OC(C)C2)cc1 (stereo unspecified)	106	0.9
CCc1ccc(C(=O)c2cn(CC(=O)Nc3cccc(OC)c3)c3ccc(OC)cc3c2=O)cc1	109	0.5
COCCn1c(SCC(=O)N2CCCCC2C)nc2sc(C)c(C)c2c1=O (stereo unspecified)	101	-0.3
O=C(Nc1cc(OCC(F)(F)F)cc(OCC(F)(F)C(F)F)c1)c1cccnc1	101	0.5
Cc1cccc(NC(=O)CSc2nc(=O)n(Cc3ccco3)c3c2CCC3)c1C	108	0.4
CN(C)c1ccc(NC(=O)CC2CCCCC2)cc1	103	0.9
COc1cccc(C(=O)N2CCN(C(c3ccccc3)c3ccccc3)CC2)c1OC	99	-0.1
O=C(NC1CC(=O)N(c2cccc(F)c2)C1)c1ccc2c(c1)OCO2 (stereo unspecified)	110	0.6
O=C(OCc1cc(=O)oc2cc(O)ccc12)c1cnccn1	109	0.8
O=S(=O)(c1ccc(-c2cc(C(F)(F)F)on2)s1)N1CCN(c2ccccc2)CC1	108	0.3
CCOc1cc2[nH]c(=O)n(CCCCC(=O)N3CCN(Cc4ccccc4)CC3)c(=O)c2cc1OCC	102	0.8
CSc1ncc(Cl)c(C(=O)N(Cc2ccc(N(C)C)cc2)Cc2ccco2)n1	120	0.4
O=C(NCC1CCCCC1)c1n[nH]c(=O)c2ccccc12	101	-0.7
COc1ccccc1NCC(=O)NN=C1CCN(Cc2ccccc2)CC1	102	0.1

Additional results.
compound	PV pol inh	PV pol inh FP z-score
O=C(CSc1nnc(Cc2ccccc2)o1)N1CCNC1=O	108	-0.2
CC(C)C(=O)c1cc2c(cc1NC(=O)c1ccccc1F)OCCO2	107	0.7
CCOC(=O)N1CCN(C(=O)CN(c2ccccc2F)S(=O)(=O)c2ccc(C)cc2)CC1	106	0.1
NC(=S)CN1C(=O)c2ccccc2S1(=O)=O	99	-0.3
N#Cc1ccc(COC(=O)c2ccc3noc(-c4ccccc4)c3c2)cc1	108	0.6
CCCSc1ccc2nc(NC(=O)OC)[nH]c2c1	99&97	-0.1&-0.3
C1=C[C@H]2c3ccccc3N[C@@H](c3cccc(OC4CSC4)c3)[C@H]2C1	99	-0.7
CCN(Cc1nc2cc(OC)c(OC)cc2c(=O)[nH]1)C(=O)CC1CC2CCC1C2 (stereo unspecified)	99	-0.6
CC(C)c1ccccc1C=NCC(=O)O	99	-0.4
C/C(=C\C(=O)NC1CC(C)(C)NC(C)(C)C1)NC1CC(C)(C)NC(C)(C)C1	101	0.3
O=C(Cc1ccc(-c2ccccc2)cc1)NCc1ccco1	105	0.2
CC1(CCC(=O)O)NNC(=S)NN1	101	-0.3
CC1CCCCN1CCNS(=O)(=O)c1ccc2c(c1)n(C)c(=O)c(=O)n2C (stereo unspecified)	101	0.3
O=C(O)CC1SC(=O)N(c2ccccc2)C1=O (stereo unspecified)	102	-0.1
Cc1[nH]c(C)c(S(=O)(=O)NC2CCCc3ccccc32)c1C(=O)N1CCCC1 (stereo unspecified)	98	-1
COc1cc(NC(=O)CCN2CCN(c3ccccc3)CC2)cc(OC)c1	105	0.1
CN(C)S(=O)(=O)c1cccc(COC(=O)c2ccc3c(c2)OCO3)c1	105	0.5
NC(=O)C1CN(C(=O)CSc2nnc(-c3cccnc3)n2-c2ccccc2)c2ccccc2O1 (stereo unspecified)	102	0
COc1ccc(NC(=O)Cn2cnc3ccccc3c2=O)cc1	103	-0.2
CCc1ccc(-c2nn(-c3ccc(OC)cc3)c3c2cnc2ccc(OC)cc23)cc1	106	-1
COC(=O)c1cc2cccc(OC)c2cc1OC	99	-1.6
NC(CN1CCOCC1)c1ccccc1 (stereo unspecified)	102	0
COc1ccc(CCN(C)CC2=CCC3CC2C3(C)C)cc1OC (stereo unspecified)	99	-0.7
O=S(=O)(Nc1nccs1)c1ccccc1	115	1.4
O=S1(=O)CCCCN1c1ccc(S(=O)(=O)N2CCCCC2)cc1	101	0.2
Cc1ccccc1C(=O)NCCc1sc(-c2ccc(Cl)cc2)nc1C	108	0.4
Clc1ccc(Cn2cc(/C=N/n3cnnc3)c3ccccc32)c(Cl)c1	100	-0.1
Cc1cc(NC(=O)/C=C/c2ccc(F)cc2)no1	105	1
CCc1c(C)sc(NC(=O)c2cc(-c3cccs3)on2)c1C#N	101	0
COc1ccc(-c2cc(C)no2)cc1S(=O)(=O)Nc1c(C)cc(C)cc1C	104	-0.6
CCc1ccc(NC(=O)n2ncc3c(C)cccc32)cc1	102	-0.6
CC12CN3CC(C)(CN(C1)P3(=O)Oc1ccccc1)C2=O (stereo unspecified)	103	0.6
O=C(Cn1[nH]c(=O)c2ccccc2c1=O)NCC(c1ccco1)N1CCCC1 (stereo unspecified)	105	0.3
CCOC(=O)c1c(NC(=O)CCCOc2ccc(Cl)cc2)sc2c1CCC2	101	-0.6
O=C(CCn1cccc1)NCC1COc2ccccc2O1 (stereo unspecified)	104	0.7
O=C(Oc1ccc(-c2nnco2)cc1)c1ccc2ccccc2c1	103	0.2
COc1ccc2oc(=O)c(C(=O)NCc3ccco3)cc2c1	99	-0.3
O=C(CSc1ncn[nH]1)Nc1cc(Cl)ccc1Cl	104	1.1
CSc1nc2c(sc3ccccc32)c(=O)n1-c1ccc(C)cc1	104	0.6
O=C(NCN1CCN(c2ccccc2F)CC1)c1ccccc1	103	0.2
COc1cc(OC)c(NC(=O)Cn2ncn3c(cc4cc(C)ccc43)c2=O)cc1Cl	111	1.4
CCC(=O)Oc1ccc(C=C2C(=O)NC(=O)NC2=O)cc1OC	98	-1.1
Cc1ccc(C)c(NC(=O)N2CCN(C(=O)c3nsc4ccccc34)CC2)c1	107	0
Cc1cc(C)c2c(c1)c1nc3ccccc3nc1n2CC(=O)O	101	-0.2
CCOc1ccc(N(Cc2cc3cc(C)ccc3[nH]c2=O)C(=O)c2cccc(Cl)c2)cc1	124	0.6
COC(=O)COc1ccc(C2C(C(=O)OC)=C(C)NC3=C2C(=O)c2ccccc23)cc1OC (stereo unspecified)	106	-0.9
COc1cccc(C2CC(=O)N(c3ccc(F)cc3)C3=C2C(=O)OC3)c1OC (stereo unspecified)	105	0.2
Cc1ccc(-n2nc(C)c3c(C)cc(=O)n(CC(=O)NC(C)C)c32)cc1	106	0.1
Cc1ccc(C2CC(c3ccccc3)=Nc3ccccc3S2)cc1 (stereo unspecified)	106	0.5
CC(Oc1ccc(Cl)cc1Cl)C(=O)N1CCN(C(=O)c2ccco2)CC1 (stereo unspecified)	101	-0.2

Later entries:
compound	PV pol inh	PV pol inh FP z-score
COC(=O)c1c(-c2cccs2)csc1NC(=O)c1ccc(Cl)cc1	67*	-3.6*
COc1ccc(CNS(=O)(=O)c2ccc(-c3cc(C(F)(F)F)on3)s2)cc1OC	103	-0.9
COc1ccc(-n2c(=S)[nH]c3cc(C(=O)NCc4ccco4)ccc3c2=O)cc1	102	0.6
Nc1nc2ccccc2n2nnnc12	103	0
Cc1cccc(OCCSc2nc3ccccc3n2CC(=O)N2CCCCC2)c1C	106	-0.3
Oc1ccccc1C=Nc1ccc(-c2nc3ccccc3s2)cc1	103	0.3
COc1ccc(CNCc2ccc(C(=O)O)s2)cc1	107	0.1
CCCc1c(C(=O)NCc2ccc3c(c2)OCO3)cnn1-c1ccccc1	105	0.6
Cn1c(CC(=O)Nc2ccccc2F)nnc1SCC(=O)N1CCOCC1	103	0.4
COC(=O)c1cc2oc3ccccc3c2n1Cc1cc(C)ccc1C	110	-0.1
COC(=O)c1cc(OC)c(OC)cc1NC(=O)c1ccc2c(c1)CCN2S(C)(=O)=O	101	-1.4
CCN(CC)C(=O)CSc1nnc(C)s1	100	-0.6
Cc1cc(OC(C)C(=O)Nc2sc3c(c2C(N)=O)CCCC3)ccc1Cl (stereo unspecified)	104	0.1
CCc1cccc(CC)c1NC(=O)CN1C(=O)C(=O)c2ccccc21	103	-0.4
CN(C(=O)CCS(=O)(=O)c1cc2c(cc1Cl)NC(=O)CO2)C1CCCCC1	104	-0.4
CCOC(=O)c1ccsc1NC(=O)C1C2C=CC(C2)C1C(=O)O (stereo unspecified)	107	2.4
COc1ccc(C2NC(=S)NC(C)=C2C(N)=O)cc1 (stereo unspecified)	101	-0.1
CC1CCCN(C(=O)c2ccc(Cl)nc2)C1 (stereo unspecified)	105	0.6
Cc1cc(C)n2nc(SC(C)C(=O)NCc3ccc4c(c3)OCO4)nc2n1 (stereo unspecified)	101	0.2
O=C(CSc1nc2cc(Cl)ccc2o1)NCc1ccccc1	104	0.6
O=C(Nc1ccccc1C(=O)N1CCN(Cc2ccccc2)CC1)c1ccccn1	105	0.4
CCOc1ccccc1CNC(=O)C1CCN(S(=O)(=O)c2ccc3c(ccn3C)c2)CC1	108	0.3
O=C(c1ccc(Oc2ccccc2)cc1)c1coc2ccc(O)cc12	105	0.3
Cc1ccc2nc(NCc3ccccc3)sc2c1	102	0.1
Cc1ccc(CC(=S)N2CCOCC2)cn1	101	-0.5
Cn1c(=O)[nH]c(=O)c2c1nc(N1CCCC1)n2CCO	101	0

An excerpt of these results, with two lines to a compound:
Value order: PV pol inh	PV pol inh FP z-score
Cc1cc(C)n2nc(SC(C)C(=O)NCc3ccc4c(c3)OCO4)nc2n1 (stereo unspecified)
→ 101	0.2
O=C(CSc1nc2cc(Cl)ccc2o1)NCc1ccccc1
→ 104	0.6
O=C(Nc1ccccc1C(=O)N1CCN(Cc2ccccc2)CC1)c1ccccn1
→ 105	0.4
CCOc1ccccc1CNC(=O)C1CCN(S(=O)(=O)c2ccc3c(ccn3C)c2)CC1
→ 108	0.3
O=C(c1ccc(Oc2ccccc2)cc1)c1coc2ccc(O)cc12
→ 105	0.3
Cc1ccc2nc(NCc3ccccc3)sc2c1
→ 102	0.1
Cc1ccc(CC(=S)N2CCOCC2)cn1
→ 101	-0.5

From PubChem BioAssay
